NSD2 inh: inhibitors of human NSD2 methyltransferase; O96028; NSD2-SET H3K36me1 DELFIA fluorescence, biochemical; inhibition, % at 12.5 µM; 44,000 compounds, 0.07% hits; in the data active = inhibition above about 54%, passing the limit was not always enough;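 also: inhibitors reduce the monomethyl H3K36 fluorescence signal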
Target sequence (O96028 whole entry, looked up): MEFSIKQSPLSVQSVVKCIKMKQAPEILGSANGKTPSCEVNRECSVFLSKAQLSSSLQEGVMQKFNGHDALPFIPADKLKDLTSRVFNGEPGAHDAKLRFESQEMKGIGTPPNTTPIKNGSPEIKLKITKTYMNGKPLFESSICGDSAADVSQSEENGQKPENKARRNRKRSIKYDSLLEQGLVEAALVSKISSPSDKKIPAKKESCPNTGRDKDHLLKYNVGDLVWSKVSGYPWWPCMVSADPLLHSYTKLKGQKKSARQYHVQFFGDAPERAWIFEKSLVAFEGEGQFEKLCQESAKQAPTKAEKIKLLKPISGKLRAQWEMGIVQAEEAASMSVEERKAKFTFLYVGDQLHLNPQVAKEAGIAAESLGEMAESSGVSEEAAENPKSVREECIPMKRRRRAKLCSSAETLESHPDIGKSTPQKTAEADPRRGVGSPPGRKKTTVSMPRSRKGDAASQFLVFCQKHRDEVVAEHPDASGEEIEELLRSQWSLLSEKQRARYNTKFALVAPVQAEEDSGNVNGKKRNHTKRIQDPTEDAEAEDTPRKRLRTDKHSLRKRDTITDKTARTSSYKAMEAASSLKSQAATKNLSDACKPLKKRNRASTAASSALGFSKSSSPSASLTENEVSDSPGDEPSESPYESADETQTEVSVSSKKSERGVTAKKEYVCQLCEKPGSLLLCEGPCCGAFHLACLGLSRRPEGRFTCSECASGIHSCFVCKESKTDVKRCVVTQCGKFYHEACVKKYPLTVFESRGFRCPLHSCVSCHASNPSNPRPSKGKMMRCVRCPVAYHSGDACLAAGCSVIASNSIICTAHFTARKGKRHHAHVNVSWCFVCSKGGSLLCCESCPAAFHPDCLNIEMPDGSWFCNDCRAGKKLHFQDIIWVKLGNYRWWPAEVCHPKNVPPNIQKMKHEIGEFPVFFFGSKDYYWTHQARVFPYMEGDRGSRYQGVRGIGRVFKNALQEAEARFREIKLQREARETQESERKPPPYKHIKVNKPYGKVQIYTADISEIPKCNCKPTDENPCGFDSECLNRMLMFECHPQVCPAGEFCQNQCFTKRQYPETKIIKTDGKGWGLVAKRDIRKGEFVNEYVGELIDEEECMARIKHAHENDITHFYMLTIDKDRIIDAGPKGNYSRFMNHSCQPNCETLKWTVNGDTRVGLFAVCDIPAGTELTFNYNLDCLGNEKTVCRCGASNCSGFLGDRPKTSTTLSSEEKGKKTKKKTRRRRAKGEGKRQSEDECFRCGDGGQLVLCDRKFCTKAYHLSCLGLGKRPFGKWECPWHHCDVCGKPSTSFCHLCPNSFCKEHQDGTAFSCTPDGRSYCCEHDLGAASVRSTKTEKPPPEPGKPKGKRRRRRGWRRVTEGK
An asterisk follows results filed as active. Only part of the results is shown; the hit share may differ from the screen's.

The first two compounds, to show the layout:
SMILES | NSD2 inh
C[C@H]1CN([C@@H](C)CO)C(=O)CCCn2cc(nn2)CO[C@@H]1CN(C)Cc1ccc(O)cc1 | -3
Cc1nn(-c2ccccc2)nc1C(=O)N(C)c1nnc(C(F)(F)F)s1 | -3

Results (from the top)
SMILES | NSD2 inh
C[C@H]1CN([C@@H](C)CO)C(=O)CCCn2cc(nn2)CO[C@@H]1CN(C)Cc1ccc(O)cc1 | -3
Cc1nn(-c2ccccc2)nc1C(=O)N(C)c1nnc(C(F)(F)F)s1 | -3
CC(C)NC(=O)N(C)C[C@@H]1Oc2c(NC(=O)CCCCCC(=O)Nc3ccccc3N)cccc2C(=O)N([C@H](C)CO)C[C@@H]1C | -1
COc1ccc(NC(=O)N(C)C[C@H]2OCCCC[C@H](C)Oc3ccc(NC(=O)NC(C)C)cc3C(=O)N([C@H](C)CO)C[C@@H]2C)cc1 | -6
C[C@@H]1CN([C@H](C)CO)C(=O)c2cc(NS(=O)(=O)c3cccs3)ccc2O[C@H]1CN(C)CC1CCCCC1 | 0
O=C(C[C@@H]1C=C[C@H](NC(=O)c2cccnc2)[C@@H](CO)O1)NCCN1CCCCC1 | 3
C[C@@H]1CCCCO[C@@H](CN(C)CC2CC2)[C@H](C)CN([C@H](C)CO)C(=O)c2cc(NC(=O)Nc3ccc4c(c3)OCO4)ccc2O1 | 2
C[C@@H]1CCCCO[C@H](CN(C)C(=O)Nc2ccccc2)[C@H](C)CN([C@@H](C)CO)C(=O)c2cc(NC(=O)Nc3ccccc3)ccc2O1 | -9
CC1=C(C/C=N/NC(=O)CCCCC(=O)NO)C(C)(C)CCC1 | -5
CC(=O)N(C)C[C@H]1Oc2cc(C#CCC3CCCC3)ccc2S(=O)(=O)N([C@@H](C)CO)C[C@H]1C | -4
C[C@H]1CN([C@@H](C)CO)C(=O)Cc2cc(NC(=O)Cn3cnnn3)ccc2O[C@@H]1CN(C)S(=O)(=O)c1ccc(Cl)cc1 | 1
C[C@@H]1CN([C@@H](C)CO)S(=O)(=O)c2ccc(Br)cc2O[C@@H]1CN(C)C | 1
O=C(N/N=C/c1cc2ccccc2n1S(=O)(=O)c1ccccc1)c1ccccc1O | 0
C[C@@H]1CCCCO[C@H](CN(C)C(=O)Nc2ccccc2)[C@@H](C)CN([C@H](C)CO)C(=O)c2cc(NC(=O)Cc3ccccc3)ccc2O1 | -128
C[C@@H]1CCCCO[C@@H](CN(C)C(=O)CCC(F)(F)F)[C@H](C)CN([C@H](C)CO)C(=O)c2cc(NS(=O)(=O)c3cn(C)cn3)ccc2O1 | 0
C[C@H](CO)N1C[C@H](C)[C@@H](CN(C)C(=O)C2CCC2)Oc2cc(C#CC3CC3)ccc2S1(=O)=O | 10
C[C@H](CO)N1C[C@H](C)[C@H](CN(C)C(=O)Cc2ccccc2)OCCCC[C@H](C)Oc2ccc(NC(=O)Nc3ccc(C(F)(F)F)cc3)cc2C1=O | -4
Cc1ccccc1-c1cnc2c(c1)C(=O)N([C@H](C)CO)C[C@@H](C)[C@H](CN(C)C(=O)c1cccnc1)O2 | -8
O=C1C[C@@H](c2ccccc2)Oc2cc(O)cc(O)c21 | -2
C[C@@H]1CN([C@H](C)CO)C(=O)c2cc(NC(=O)c3ccncc3)ccc2O[C@H]1CN(C)C(=O)Nc1cccc2ccccc12 | -2

Looked up above:
`C[C@@H]1CCCCO[C@H](CN(C)C(=O)Nc2ccccc2)[C@H](C)CN([C@@H](C)CO)C(=O)c2cc(NC(=O)Nc3ccccc3)ccc2O1` in NSD2 inh is entered as -9
`COc1ccc(NC(=O)N(C)C[C@H]2OCCCC[C@H](C)Oc3ccc(NC(=O)NC(C)C)cc3C(=O)N([C@H](C)CO)C[C@@H]2C)cc1` in NSD2 inh is entered as -6
`CC(=O)N(C)C[C@H]1Oc2cc(C#CCC3CCCC3)ccc2S(=O)(=O)N([C@@H](C)CO)C[C@H]1C` in NSD2 inh is entered as -4
`O=C(N/N=C/c1cc2ccccc2n1S(=O)(=O)c1ccccc1)c1ccccc1O` in NSD2 inh is entered as 0

(more compounds)
SMILES | NSD2 inh
COc1ccc(NC(=O)Nc2cccc3c2O[C@@H](CN(C)S(=O)(=O)c2cccs2)[C@@H](C)CN([C@H](C)CO)C3=O)cc1 | -3
CCC(=O)N(C)C[C@@H]1Oc2ncc(Br)cc2C(=O)N([C@@H](C)CO)C[C@@H]1C | 1
C[C@H]1CN([C@@H](C)CO)C(=O)Cc2cc(NC(=O)Nc3cccc4ccccc34)ccc2O[C@@H]1CN(C)S(=O)(=O)c1cccs1 | -5
C[C@@H]1CN([C@@H](C)CO)C(=O)CCCn2nncc2CO[C@H]1CN(C)S(=O)(=O)c1ccccc1 | 4
COCC#Cc1ccc2c(c1)O[C@H](CN(C)C)[C@@H](C)CN([C@@H](C)CO)S2(=O)=O | 0
C[C@H](CO)N1C[C@H](C)[C@H](CN(C)Cc2cccc(C(F)(F)F)c2)Oc2ncc(-c3cccc(C(F)(F)F)c3)cc2C1=O | -2
C[C@H](CO)N1C[C@H](C)[C@@H](CN(C)C(=O)NC2CCCCC2)Oc2ccc(NC(=O)Cc3ccccc3)cc2CC1=O | 0
C[C@H]1CN([C@@H](C)CO)S(=O)(=O)c2ccc(-c3ccc(C#N)cc3)cc2O[C@@H]1CN(C)C | -3
CC(C)C#Cc1ccc2c(c1)O[C@H](CN(C)S(C)(=O)=O)[C@H](C)CN([C@@H](C)CO)S2(=O)=O | 0
CO[C@H](C(=O)N(C)C[C@H]1OCc2ccccc2-c2ccccc2C(=O)N([C@@H](C)CO)C[C@H]1C)c1ccccc1 | -32
C[C@@H]1CN([C@H](C)CO)C(=O)c2cc(/C=C/c3ccccc3)cnc2O[C@@H]1CN(C)C | -11
O=C(C[C@H]1C=C[C@@H](NC(=O)Cc2ccccn2)[C@@H](CO)O1)NCCCN1CCOCC1 | 3
Cc1ccc(-c2cnc3c(c2)C(=O)N([C@H](C)CO)C[C@@H](C)[C@H](CN(C)Cc2ccccc2F)O3)cc1 | 15
Cc1ccc(S(=O)(=O)N(C)C[C@@H]2Oc3ccc(NC(=O)Nc4ccc(C(F)(F)F)cc4)cc3C(=O)N([C@H](C)CO)C[C@@H]2C)cc1 | -12
C[C@H](CO)N1C[C@H](C)[C@H](CN(C)C(=O)c2cccnc2)Oc2ncc(/C=C/c3ccccc3)cc2C1=O | -1
C[C@H](CO)N1C[C@H](C)[C@H](CN(C)C(=O)c2ccncc2)OCCCC[C@H](C)Oc2ccc(N(C)C)cc2C1=O | 1
CNC[C@@H]1Oc2cc(C#Cc3ccncc3)ccc2S(=O)(=O)N([C@@H](C)CO)C[C@@H]1C | 3
C[C@@H]1CN([C@H](C)CO)C(=O)c2cc(NC(=O)Nc3ccc(C(F)(F)F)cc3)ccc2O[C@@H](C)CCCCO[C@@H]1CN(C)C(=O)Nc1cccc2ccccc12 | -5
Cc1ccc(S(=O)(=O)N(C)C[C@@H]2Oc3c(NC(=O)c4ccc(-c5nccs5)cc4)cccc3C(=O)N([C@H](C)CO)C[C@H]2C)cc1 | 4
C[C@@H]1CN([C@H](C)CO)S(=O)(=O)c2ccc(C#CCN(C)C)cc2O[C@H]1CN(C)Cc1ccccc1 | 1
CCCCN(C)S(=O)(=O)c1ccc(C)c(-c2nnc3c4ccccc4c(C)nn23)c1 | 1
C[C@H]1CCCCO[C@H](CN(C)Cc2ccc(C(=O)O)cc2)[C@@H](C)CN([C@@H](C)CO)C(=O)c2cc(N(C)C)ccc2O1 | -4
CC(=O)N(C)C[C@@H]1Oc2cc(C#CC(C)(C)O)ccc2S(=O)(=O)N([C@H](C)CO)C[C@@H]1C | -2
O=C(C[C@H]1CC[C@@H](NC(=O)Cc2ccccn2)[C@H](CO)O1)NCCc1ccccc1 | 5
C[C@H]1CN([C@@H](C)CO)S(=O)(=O)c2ccc(-c3cncnc3)cc2O[C@@H]1CN(C)C(=O)CN(C)C | 7
C[C@@H]1CN([C@@H](C)CO)C(=O)c2cc(NS(=O)(=O)c3ccc(Cl)cc3)ccc2O[C@H]1CN(C)S(=O)(=O)c1cn(C)cn1 | 2
CCCC#Cc1ccc2c(c1)O[C@H](CN(C)C(=O)CC1CC1)[C@H](C)CN([C@H](C)CO)S2(=O)=O | -4
C[C@H]1CN([C@@H](C)CO)C(=O)Cc2cc(NC(=O)Cc3ccccc3)ccc2O[C@@H]1CN(C)Cc1ccc(C(F)(F)F)cc1 | -11
C=C(C)C(O)Cc1c(OC)cc2oc(=O)ccc2c1OC (centres undefined) | -10
C[C@@H]1CN([C@H](C)CO)C(=O)c2cc(NC(=O)CCCN(C)C)ccc2O[C@@H](C)CCCCO[C@H]1CN(C)Cc1ccc2c(c1)OCO2 | 2
C[C@@H]1CN([C@@H](C)CO)C(=O)c2cc(NC(=O)CCC(F)(F)F)ccc2O[C@H]1CN(C)C(=O)Nc1ccc2c(c1)OCO2 | 1
C[C@@H]1CCCCO[C@@H](CN(C)Cc2ccccc2)[C@H](C)CN([C@H](C)CO)C(=O)c2cc(NC(=O)CCC(F)(F)F)ccc2O1 | -1
C=C1C(=O)O[C@H]2C1CCC(C)=C1C(=O)C=C(C)[C@@H]12 (some centres undefined) | 5
CC(C)NC(=O)Nc1ccc2c(c1)CC(=O)N([C@H](C)CO)C[C@H](C)[C@@H](CN(C)S(=O)(=O)c1cccs1)O2 | -13
C[C@@H]1CN([C@H](C)CO)C(=O)Cc2cc(NC(=O)Nc3ccc4c(c3)OCO4)ccc2O[C@H]1CN(C)S(=O)(=O)c1cn(C)cn1 | -2
C[C@H](CO)N1C[C@H](C)[C@H](CN(C)S(=O)(=O)c2ccc(F)cc2)Oc2cc(C#Cc3ccncc3)ccc2S1(=O)=O | 1
Cc1ccc(S(=O)(=O)N(C)C[C@@H]2Oc3ccc(NS(=O)(=O)c4ccc(Cl)cc4)cc3CC(=O)N([C@@H](C)CO)C[C@H]2C)cc1 | 3
C[C@H](CO)N1C[C@H](C)[C@H](CN(C)Cc2ccc(-c3ccccc3)cc2)Oc2ccc(NC(=O)CCC(F)(F)F)cc2C1=O | -1
Cc1ccc(S(=O)(=O)Nc2ccc3c(c2)C(=O)N([C@@H](C)CO)C[C@@H](C)[C@@H](CN(C)S(=O)(=O)c2ccc(F)cc2)OCCCC[C@H](C)O3)cc1 | 1
C[C@@H]1CN([C@H](C)CO)C(=O)Cc2cc(NC(=O)CCC(F)(F)F)ccc2O[C@H]1CN(C)C(=O)Nc1ccccc1 | 0
COCC(=O)Nc1ccc2c(c1)[C@@H]1C[C@@H](CC(=O)NCc3ccc(OC)cc3)O[C@@H](CO)[C@@H]1O2 | 5
COc1ccc(CN(C)C[C@H]2Oc3ccc(NS(=O)(=O)c4ccc(Cl)cc4)cc3CC(=O)N([C@@H](C)CO)C[C@@H]2C)cc1 | 0
COc1ccc(NC(=O)N(C)C[C@H]2Oc3c(NS(=O)(=O)c4ccc(Cl)cc4)cccc3C(=O)N([C@@H](C)CO)C[C@@H]2C)cc1 | 16
C[C@@H]1CCCCO[C@@H](CN(C)CC2CCCCC2)[C@@H](C)CN([C@@H](C)CO)C(=O)c2cc(NS(C)(=O)=O)ccc2O1 | 4
C[C@H]1CN([C@@H](C)CO)C(=O)c2cc(NC(=O)Nc3ccc(C(F)(F)F)cc3)ccc2O[C@@H]1CN(C)S(=O)(=O)c1ccccc1 | -8
CNC[C@@H]1Oc2c(NS(=O)(=O)c3cn(C)cn3)cccc2C(=O)N([C@H](C)CO)C[C@@H]1C | 0
CC(C)NC(=O)Nc1ccc2c(c1)C(=O)N([C@H](C)CO)C[C@@H](C)[C@@H](CN(C)C(=O)NC(C)C)O2 | 6
C[C@H](CO)N1C[C@H](C)[C@@H](CN(C)C)Oc2c(NS(=O)(=O)c3ccccc3)cccc2C1=O | 2
C[C@@H]1CN([C@H](C)CO)C(=O)c2cc(NC(=O)CCCCCC(=O)Nc3ccccc3N)ccc2O[C@@H]1CN(C)S(=O)(=O)c1cccs1 | -2
CC(C)NC(=O)N(C)C[C@@H]1Oc2ncc(C#CC3CC3)cc2C(=O)N([C@H](C)CO)C[C@@H]1C | 0
C[C@@H]1CN([C@@H](C)CO)C(=O)Cc2cc(NC(=O)C3CCCCC3)ccc2O[C@H]1CN(C)C(=O)Nc1ccc(C(F)(F)F)cc1 | 18
Cc1ccc(S(=O)(=O)Nc2cccc3c2O[C@@H](CN(C)C(=O)Nc2cccc4ccccc24)[C@@H](C)CN([C@@H](C)CO)C3=O)cc1 | 6
CNC[C@H]1Oc2ccc(NS(C)(=O)=O)cc2CC(=O)N([C@@H](C)CO)C[C@H]1C | 1
C[C@@H]1CN([C@H](C)CO)C(=O)Cc2cc(NC(=O)Nc3ccc4c(c3)OCO4)ccc2O[C@@H]1CN(C)CC1CC1 | -2
CCCC#Cc1cnc2c(c1)C(=O)N([C@@H](C)CO)C[C@@H](C)[C@@H](CN(C)C(=O)NCCC)O2 | -142
Cc1ccc(S(=O)(=O)N(C)C[C@H]2OCCCC[C@H](C)Oc3ccc(NC(=O)Nc4ccc(C(F)(F)F)cc4)cc3C(=O)N([C@@H](C)CO)C[C@@H]2C)cc1 | -2
C[C@@H]1CN([C@H](C)CO)C(=O)c2cccc(NC(=O)c3ccncc3)c2O[C@H]1CN(C)C(=O)Nc1ccc2c(c1)OCO2 | 4
CC(=O)n1cc([C@H]2C=C(C(=O)N3CCCCCCC3)O[C@@H](OCCCCO)C2)c2ccccc21 | -2
CC(=O)N(C)C[C@@H]1Oc2ncc(-c3ccc(C(=O)N(C)C)cc3)cc2C(=O)N([C@H](C)CO)C[C@H]1C | 5
CC(C)NC(=O)N(C)C[C@@H]1OCCCC[C@H](C)Oc2ccc(NS(=O)(=O)c3cccs3)cc2C(=O)N([C@@H](C)CO)C[C@@H]1C | 3

Ordered by number of heavy atoms (highest first): 5 of the compounds above.
SMILES | NSD2 inh
Cc1ccc(S(=O)(=O)N(C)C[C@H]2OCCCC[C@H](C)Oc3ccc(NC(=O)Nc4ccc(C(F)(F)F)cc4)cc3C(=O)N([C@@H](C)CO)C[C@@H]2C)cc1 | -2
C[C@@H]1CN([C@H](C)CO)C(=O)c2cccc(NC(=O)c3ccncc3)c2O[C@H]1CN(C)C(=O)Nc1ccc2c(c1)OCO2 | 4
C[C@@H]1CCCCO[C@@H](CN(C)CC2CCCCC2)[C@@H](C)CN([C@@H](C)CO)C(=O)c2cc(NS(C)(=O)=O)ccc2O1 | 4
CC(C)NC(=O)N(C)C[C@@H]1Oc2ncc(C#CC3CC3)cc2C(=O)N([C@H](C)CO)C[C@@H]1C | 0
CNC[C@@H]1Oc2c(NS(=O)(=O)c3cn(C)cn3)cccc2C(=O)N([C@H](C)CO)C[C@@H]1C | 0

Screening data deposited in PubChem BioAssay by Broad Institute.
